Bioassay records deposited in PubChem BioAssay by National Center for Advancing Translational Sciences (NCATS).
EPAC2 antagonist: qHTS for Antagonist of cAMP-regulated guanine nucleotide exchange factor 2 (EPAC2): primary screen; Rap guanine nucleotide exchange factor 4 (Homo sapiens), Q8WZA2; EPAC2 GEF exchange of Rap1B-BODIPY-GDP, fluorescence; Potency, µM (titrated, usually from 114 µM), for the others: top-dose activity, negative = inhibition, actives largely listed as inhibitors; 360,000 compounds, 0.18% hits; also: % is scaled to controls: 0 for no effect and ±100 for the full control effect; nearly all actives have a fitted effect of over 45% in size; many of its hits are not listed in these tables
Target sequence (Q8WZA2 whole entry, looked up): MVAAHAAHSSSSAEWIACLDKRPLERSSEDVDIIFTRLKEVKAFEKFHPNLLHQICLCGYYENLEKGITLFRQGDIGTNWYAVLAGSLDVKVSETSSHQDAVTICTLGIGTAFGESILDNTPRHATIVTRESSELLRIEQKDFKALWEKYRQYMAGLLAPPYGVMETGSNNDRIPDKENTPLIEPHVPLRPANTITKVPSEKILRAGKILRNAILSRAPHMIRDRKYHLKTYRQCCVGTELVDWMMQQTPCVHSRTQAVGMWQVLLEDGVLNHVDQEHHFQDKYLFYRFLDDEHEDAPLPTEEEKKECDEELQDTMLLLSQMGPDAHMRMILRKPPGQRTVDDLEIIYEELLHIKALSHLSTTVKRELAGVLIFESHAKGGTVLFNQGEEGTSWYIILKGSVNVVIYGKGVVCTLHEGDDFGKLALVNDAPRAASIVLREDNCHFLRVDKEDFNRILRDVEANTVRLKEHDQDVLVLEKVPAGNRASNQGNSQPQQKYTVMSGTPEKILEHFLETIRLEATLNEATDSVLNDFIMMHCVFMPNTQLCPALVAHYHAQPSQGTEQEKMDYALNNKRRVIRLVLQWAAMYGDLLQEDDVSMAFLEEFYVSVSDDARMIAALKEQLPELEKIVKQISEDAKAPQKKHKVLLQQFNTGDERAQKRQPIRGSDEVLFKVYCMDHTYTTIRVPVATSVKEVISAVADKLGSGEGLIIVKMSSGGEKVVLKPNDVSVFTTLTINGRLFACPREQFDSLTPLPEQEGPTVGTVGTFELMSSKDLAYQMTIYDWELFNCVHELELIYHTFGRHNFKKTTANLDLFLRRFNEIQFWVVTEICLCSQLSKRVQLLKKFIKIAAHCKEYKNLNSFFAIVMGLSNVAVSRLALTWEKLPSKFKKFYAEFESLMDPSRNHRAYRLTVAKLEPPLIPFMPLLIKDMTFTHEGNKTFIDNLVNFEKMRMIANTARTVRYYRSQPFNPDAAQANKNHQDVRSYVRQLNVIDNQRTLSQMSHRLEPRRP
EPAC2 agonist: qHTS for Agonist of cAMP-regulated guanine nucleotide exchange factor 4 (EPAC2): primary screen; 360,000 compounds, 0.079% hits; Potency, µM (doses to about 154 µM), for inactives: top-dose activation, hits mostly activators; Rap guanine nucleotide exchange factor 4 (Homo sapiens), Q8WZA2; EPAC2 activation, biochemical qHTS; response scale: 100% = 6.5 mM cAMP response; also: nearly all actives have a fitted effect of over 50% in size
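Exchange assay: 100 nM EPAC2 with 250 nM Rap1B-BODIPY-GDP and 50 uM GDP. Fluorescence (ex 480/em 540 nm) read every 5 min for 30 min at room temperature. Data normalized to 6.5 mM cAMP as agonist control.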
FUS yeast rescue: qHTS for Suppressors of FUS Proteinopathy: Primary screen using FUS-linked yeast assay; S. cerevisiae FUS-expressing, growth rescue, OD600, 24 h; Potency, µM (doses to about 76.6 µM), for the others: top-dose growth rescue (activation), actives largely listed as activators; 390,000 compounds, 0.24% hits;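 also: plate controls were DMSO vehicle for no effect and reference control for full effect; nearly all actives have a fitted effect of over 55% in size; some results filed as inactive show a strong effect at the top dose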
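Cultures pregrown in 2.5% raffinose medium are shifted to minimal medium containing 2% galactose to express toxic FUS. Compounds are tested at several concentrations. After 24hr at 30C, growth is quantified at 600 nm absorbance.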
PTHR1 agonist: qHTS for PTHR1 Agonists: Primary Screen; Parathyroid hormone/parathyroid hormone-related peptide receptor (Homo sapiens), Q03431; HEK293 GP2 PTHR1 cells, GloSensor cAMP luminescence, 1 h; Potency, µM (titrated, usually from 115 µM), for inactives: at the top dose activation, most hits filed as activators; 410,000 compounds, 0.075% hits; also: nearly all actives have a fitted effect of over 55% in size; some results filed as inactive show a strong effect at the top dose; inactives centre near -15; many of its hits are not listed in these tables
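HEK-293-derived GP2 cells expressing PTHR1 and a GloSensor cAMP reporter, 3,000/well, plated overnight, given luciferin plus IBMX (each 0.5 mM as added) for 1 h at 37 °C, then compound for 1 h at 37 °C. Luminescence was read after 15 min at room temperature.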
EPAC1 antagonist: qHTS for Antagonist of cAMP-regulated guanine nucleotide exchange factor 3 (EPAC1): primary screen | EPAC1 GEF assay, Rap1b-BODIPY-GDP exchange fluorescence | Potency, µM (highest dose often 115 µM), for inactives: at the highest dose activity change, negative = inhibition, usual class: inhibitors | 360,000 compounds, 0.14% hits;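 also: plate controls were vehicle for no effect and positive control for full effect; nearly all actives have a fitted effect of over 50% in size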
EPAC1 ag: qHTS for Agonist of cAMP-regulated guanine nucleotide exchange factor 3 (EPAC1): primary screen | Rap guanine nucleotide exchange factor 3 (Homo sapiens), O95398 | EPAC1 agonist qHTS, biochemical assay; response scale: 100% = response to 6.5 mM cAMP | Potency, µM (series often up to 154 µM), without a hit: at the highest dose activation, hits mostly activators | 360,000 compounds, 0.073% hits | AID 720707, 2013; also: nearly all actives have a fitted effect of over 60% in size
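Read-out is the fluorescence drop as BODIPY-GDP leaves Rap1B (480 nm excitation, 540 nm emission), recorded every 5 minutes over 30 minutes. Reactions held 100 nM EPAC1, 250 nM Rap1B–BODIPY-GDP and 50 uM GDP, with 6.5 mM cAMP setting full activation.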
aSyn yeast inh: qHTS of alpha-syn Inhibitors. Yeast expressing alpha-synuclein, growth rescue, BacTiter-Glo, 24 h. Potency, µM (highest dose often 46.1 µM), without a hit: at the top dose growth rescue (activation), hits mostly activators. 370,000 compounds, 0.14% hits. AID 652106, 2013; also: % of control where 0% means no effect; nearly all actives have a fitted effect of over 65% in size
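Galactose-induced alpha-syn yeast (OD600=0.02, raffinose-pregrown) + pinned cpd, 24 hr, 30 deg C; growth by BacTiter-Glo luminescence. Growth restoration scores as activation.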
TDP43 rescue: qHTS of TDP-43 Inhibitors; AID 652104, 2013; Potency, µM (doses to about 46.1 µM), inactives show top-dose growth rescue (activation), usual class: activators; 410,000 compounds, 1.8% hits; TDP-43 expressing yeast growth rescue, BacTiter-Glo, 24 h; also: % of control where 0% means no effect; nearly all actives have a fitted effect of over 50% in size
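Cell-based yeast growth screen: TDP-43 expression induced in galactose, inoculum OD600=0.02 after raffinose pregrowth to mid-log. Read-out BacTiter-Glo luminescence at 24 hr, 30 deg C; inhibition of toxicity seen as signal increase.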
The depositor's hits bear a star; i = inactive; ? = inconclusive; . = not tested or not shown; [ ] = remark or other dose. Calls follow the shape of the dose curve; as a rule, active = well fitted curve in the direction sought with a large enough effect; inconclusive = small, poorly fitted or top-dose-only effect, or another doubt; inactive = no such curve, though single readings can be large; an effect the other way counts as inactive or inconclusive. Potency is read from the fitted curve at half-maximal effect.

SMILES	EPAC2 antagonist	EPAC2 agonist	FUS yeast rescue	PTHR1 agonist	EPAC1 antagonist	EPAC1 ag	aSyn yeast inh	TDP43 rescue
CCOc1cnc(-c2c(-c3ccccc3Cl)noc2C)o1	?	-0.6%	2.2%	-21.8%	12.8%	-2.5%	6.3%	6.7%
CCOc1ccc(NC(=O)Nc2cccc(C(=O)O)c2)cc1	10.5%	14.0%	9.0%	-91.9%[inhibitor]	?	-3.8%	-7.6%	-48.2%[inhibitor]
COc1ccc(OC)c(C(=O)/C=C/c2cccnc2)c1	6.7%	1.3%	7.4%	-17.9%	24.8%	3.5%	3.1%	-14.3%
N/C(=N\OCc1ccc([N+](=O)[O-])cc1)c1ccncc1	14.6%	15.2%	5.9%	-14.1%	5.3%	-7.3%	-1.0%	3.2%
FCCCOc1ccc(-c2nccc(-c3ccccn3)n2)cc1	-9.7%	20.5%	18.8%	-25.5%	-25.2%	15.6%	?	?
COCCNC(=O)C(c1ccc(C)cc1)N(Cc1ccccc1)C(=O)CCC(=O)Nc1ccccn1 (centres undefined)	0.3%	1.8%	-2.3%	i	5.8%	2.2%	3.3%	0.0%
CC(CCc1ccccc1)N1CCN(Cc2ccccc2)CC1 (centres undefined)	8.4%	5.2%	-9.3%	i	2.1%	-0.4%	0.9%	10.4%
O=C(CC1C(=O)NCCN1Cc1ccccc1)NCCN1CCCCC1=O (centres undefined)	2.5%	13.2%	5.1%	-22.8%	2.5%	-8.8%	-9.7%	-3.2%
CC(=O)Nc1cccc(Oc2ncnc3scc(-c4ccccc4)c23)c1	-16.8%	10.9%	25.8%	-32.1%[inhibitor]	-12.9%	0.3%	8.2%	-5.8%[0.397 µM]
Cc1ccc2c(c1)N(CC(=O)NC1CCCCCC1)C(=O)c1cccnc1O2	11.8%	9.5%	13.8%	-1.4%	-7.4%	-17.5%	-1.7%	-19.7%
Cc1cccc(C)c1NC(=O)Cn1nnc(C(=O)Nc2ccc(F)cc2F)c1N	14.7%	9.4%	-28.9%	i	0.4%	1.9%	0.8%	3.5%
CCCS(=O)(=O)C(=C1Nc2ccccc2N1)S(=O)(=O)CCC	5.2%	4.3%	22.4%	-26.2%	-2.2%	4.8%	-2.2%	?
CCOc1cccc(-c2cc(NCCc3ccccn3)n3nccc3n2)c1	1.9%	13.7%	7.7%	-7.4%	-18.1%	-8.0%	4.5%	19.9%
CCOC(=O)c1[nH]c(C)c(C(=O)Nc2ccc(F)cc2)c1C	5.9%	1.8%	12.0%	-9.7%	-7.0%	-8.3%	-4.5%	-12.8%
CC1(C(=O)NS(=O)(=O)C2CC2)CCCN(C(=O)c2cccnc2Oc2ccccc2)C1 (centres undefined)	5.6%	7.1%	-21.4%	i	20.5%	9.9%	-0.4%	20.4%
CC(C)N1CC(O)=C(c2ccccc2)C1=N	16.5%	4.2%	8.4%	-13.4%	8.1%	6.1%	0.8%	-34.2%[inhibitor]
Cc1cccc(N(C)C(=O)C2CCCN2S(=O)(=O)c2cccc3nsnc23)c1 (centres undefined)	-19.3%	9.8%	-9.4%	i	0.4%	12.6%	0.4%	-2.5%
C#CCOCCOCCOCCNc1nc(N2CCN(C(=O)[C@H]([C@@H](C)CC)n3cc([C@@H](N)CO)nn3)CC2)nc(N2CCN(C(=O)[C@H](CCCCN)n3cc([C@@H](N)CC(C)C)nn3)CC2)n1	0.2%	6.1%	-2.7%	i	2.5%	-4.4%	-4.4%	5.8%
Cc1ccc2c(C(=O)CSc3ccccc3)c(C)[nH]c2c1	1.8%	-2.8%	.	i	6.5%	10.5%	2.0%	8.2%
O=C(Cc1ccc(Br)cc1)NCCc1ccc(F)cc1	-4.0%	8.4%	-0.8%	i	-1.5%	4.3%	11.1%	?

Part of the list above, bar-delimited:
Molecule | EPAC2 antagonist | EPAC2 agonist | FUS yeast rescue | PTHR1 agonist | EPAC1 antagonist | EPAC1 ag | aSyn yeast inh | TDP43 rescue
FCCCOc1ccc(-c2nccc(-c3ccccn3)n2)cc1 | -9.7% | 20.5% | 18.8% | -25.5% | -25.2% | 15.6% | ? | ?
CCCS(=O)(=O)C(=C1Nc2ccccc2N1)S(=O)(=O)CCC | 5.2% | 4.3% | 22.4% | -26.2% | -2.2% | 4.8% | -2.2% | ?
N/C(=N\OCc1ccc([N+](=O)[O-])cc1)c1ccncc1 | 14.6% | 15.2% | 5.9% | -14.1% | 5.3% | -7.3% | -1.0% | 3.2%

Following part.
SMILES	EPAC2 antagonist	EPAC2 agonist	FUS yeast rescue	PTHR1 agonist	EPAC1 antagonist	EPAC1 ag	aSyn yeast inh	TDP43 rescue
COc1ccccc1CN1C[C@@H]2C[C@@H](c3cccc(O)c3)N3CCC[C@@]23C1=O	-0.8%	6.1%	-5.1%	i	-0.4%	0.6%	-0.2%	-16.0%
COc1ccc(N=Cc2c(O)n(-c3cccc(C)n3)c(=O)c3ccccc23)cc1	-3.9%	12.6%	.	i	-8.7%	6.7%	?	24.2%
O=C(O)C1=C[C@H](c2ccc(Br)cc2)C[C@H](OCCCCO)O1	3.4%	14.7%	-13.0%	4.4%	6.3%	0.6%	-1.5%	8.3%
NS(=O)(=O)c1ccc(N=NN2CCCCC2)cc1	2.4%	13.1%	6.2%	i	0.4%	8.2%	0.4%	-4.0%
Nc1nc(CN2CCOCC2)cs1	6.1%	-3.6%	27.0%	i	-0.4%	2.0%	11.6%	24.7%
COc1ccc(C2C(C#N)=C(N)Nc3onc(C(C)(C)C)c32)c(OC)c1 (centres undefined)	-6.5%	8.3%	.	-11.7%	-10.4%	6.3%	6.7%	?
CC(C)CCNC(=O)CCNS(=O)(=O)c1ccc(Cl)cc1	-4.6%	8.8%	11.7%	i	3.7%	6.3%	-0.1%	-13.5%
Cc1ccc(-c2cc(C(=O)NCc3ccco3)no2)cc1	2.9%	-2.2%	0.5%	-5.6%[57.5 µM]	12.0%	3.9%	-2.1%	-5.4%
COC(=O)Cc1[nH]nc2c1C(c1c[nH]c3ccccc13)C(C#N)=C(N)O2 (centres undefined)	1.2%	0.8%	9.6%	-5.9%	-14.2%	-6.2%	-3.8%	-8.6%
Cc1ccc(NC(=O)CNC(=O)c2cccc(Cl)c2)nc1	-1.4%	0.6%	17.0%	i	-0.8%	-35.7%	-0.1%	22.1%
CN(C)C(=O)COC(=O)/C=C/c1ccccc1[N+](=O)[O-]	11.7%	-2.3%	11.1%	i	10.0%	-12.1%	-6.9%	6.2%
Cc1ccc(-c2nnn(CC(=O)N(C)C3CCCCC3)n2)o1	-11.4%	7.1%	5.2%	13.6%	-10.3%	-3.3%	1.4%	-21.1%[1.82 µM]
Cc1cccc(NC(c2ccc(O)cc2)c2ccc3ccc(C)nc3c2O)n1 (centres undefined)	-7.7%[57.1 µM]	11.0%	15.8µM*	?	?	12.7%	-3.9%	-22.3%
CC1CC(C)CN(CCCNC(=O)CN2C(=O)CSc3ccc(S(=O)(=O)N4CCOCC4)cc32)C1 (centres undefined)	-2.1%	-5.0%	1.2%	i	2.3%	8.5%	8.8%	-10.7%
COc1ccc(/C=C2\CN(Cc3ccccc3)C/C(=C\c3ccc(OC)cc3OC)C2=O)c(OC)c1	-2.9%	-1.8%	?	-52.7%[inhibitor]	-7.7%	0.0%	5.3%	6.4%
COc1ccc(CCNC(=O)c2ccc3c(c2)N(Cc2ccc(Cl)cc2)CCS3)c(OC)c1	.	.	28.2%	i	.	.	2.3%	14.0%
Oc1c(CNc2ccccc2)cc(COCc2ccccc2)c2cccnc12	-11.7%	7.2%	10.4%	-9.3%	3.4%	15.2%	.	.
CCc1ccc(NC(=O)c2ccnc(C(C)(C)C)c2)cc1	-2.0%	-0.1%	16.0%	i	2.2%	-12.3%	10.7%	-12.3%
Cc1ccc(C(=O)O/N=C(\N)c2cccc([N+](=O)[O-])c2)cc1	1.4%	-4.5%	8.4%	-26.5%[57.5 µM]	7.5%	-2.5%	-12.7%	10µM*
Cn1c(N)c(C(=O)COC(=O)C2CCCC2)c(=O)n(C)c1=O	9.6%	3.3%	-11.0%	-3.8%	-16.4%	-4.3%	-3.6%	-13.4%
Cc1ccc(OCCC(=O)OCC(=O)NC2CCCC2)cc1	-5.1%	16.6%	21.5%	-23.9%	-17.9%	-60.3%[inhibitor]	-2.1%	-10.2%
O=c1c2[nH]c3ccccc3c2nc(SCc2ccccc2F)n1-c1ccc(F)cc1	.	.	-14.8%	i	.	.	-8.1%	22.8%
COc1ccccc1NC(=O)COc1cc(Br)c(CNCCCN2CCOCC2)cc1OC	-0.1%	3.9%	-33.4%	?	-18.1%	-19.6%	3.9%	-9.0%
C=CCC[C@H](Cc1ccc(F)cc1)C(=O)OC[C@H](Cc1c[nH]c2ccccc12)NC(=O)[C@@H](CC=C)CC(=O)N(CCO)Cc1ccccc1	-5.5%	-0.2%	15.8µM*	i	-24.4%	-17.3%	1.8%	12.9%
CCOC(=O)c1ccc(NC(=O)CN2C(=O)CN(C(C)=O)C2=S)cc1	-6.5%	2.7%	-15.3%	i	-4.5%	4.3%	?	12.4%
CC1CN(C(=O)c2ccc(COc3ccccc3Br)o2)CC(C)O1 (centres undefined)	0.4%	3.5%	4.6%	i	13.7%	-3.9%	9.1%	-0.3%
CCN(C(=O)CSc1nccc(=O)[nH]1)c1cccc2ccccc12	2.7%	3.1%	-6.0%	i	3.0%	-13.0%	-0.4%	-6.4%
CC1CCc2sc(C(=O)NCC(c3ccco3)N3CCCCC3)cc2C1 (centres undefined)	-4.5%	1.2%	-1.9%	-13.4%	-1.3%	-0.6%	2.9%	1.3%
Cn1cccc1/C=N/NC(=O)Cn1cnc2ccccc21	9.9%	1.9%	2.8%	i	-2.3%	2.9%	3.8%	19.3%
CC(C)c1ccccc1NC(=O)Nc1ccc2c(c1)OCO2	3.8%	4.0%	15.1%	-7.3%	1.1%	-3.6%	0.0%	9.4%
O=C(Cc1ccccc1)NCC(=O)OCc1cccc([N+](=O)[O-])c1	-7.0%	0.4%	35.8%	i	2.0%	-1.3%	16.8%	9.3%
O=C1Nc2ccccc2OCc2c1cccc2[N+](=O)[O-]	0.6%	5.3%	17.3%	i	4.4%	2.5%	1.3%	5.0%

An excerpt; the hit share may differ from the screen's.
